# Compound activity from PubChem BioAssay.
# TAAR1 antagonist: antagonists of human TAAR1 | Q96RJ0 | CHO RD-HGA16 TAAR1, Fluo-8 calcium fluorescence, antagonist | 360,000 tested, 1.5% active | AID 624466 | inhibition, % at 3 µM;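 active means inhibition above a per-plate cutoff, the mean inhibition of test compounds on that plate plus 3 SD, cut at about 49% in these data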;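 further: 0% = DMSO plus EC80 beta-PEA response and 100% = DMSO alone without agonist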
# Target sequence (Q96RJ0 whole entry, looked up): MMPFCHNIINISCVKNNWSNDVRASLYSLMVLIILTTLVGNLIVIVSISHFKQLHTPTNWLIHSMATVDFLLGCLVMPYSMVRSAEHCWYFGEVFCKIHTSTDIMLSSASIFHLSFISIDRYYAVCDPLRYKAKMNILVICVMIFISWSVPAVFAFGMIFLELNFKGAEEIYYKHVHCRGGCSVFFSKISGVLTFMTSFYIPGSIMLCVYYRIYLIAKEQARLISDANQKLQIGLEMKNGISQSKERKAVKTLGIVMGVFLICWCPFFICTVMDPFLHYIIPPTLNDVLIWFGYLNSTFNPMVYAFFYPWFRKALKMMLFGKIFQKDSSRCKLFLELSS
#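 Test system – hTAAR1-expressing CHO RD-HGA16 cells, Gα16-coupled · Also added – β-PEA at EC80 concentration, post-compound challenge · Compound – 3 µM, single point · Incubation – dye loading 75 min at 37 °C, then 30 min room temperature · Measured by – Fluo-8 intracellular calcium dye fluorescence, real-time kinetic reads · Benchmarks – vehicle and agonist controls · Replicates – singlicate, one well per test compound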
# M4 PAM: CHRM4 positive allosteric modulation; P08173; CHO-K1 hM4/Gqi5, Fluo-8 calcium fluorescence, ACh EC20; 0% = ACh EC20, 100% = maximal ACh; activation, % at 3 µM; 360,000 tested, 0.4% active;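 active means activation above its plate's cutoff, the mean activation of sample wells plus 3 SD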; further: some results filed as inactive read as strong as hits
# Target sequence (P08173 whole entry, looked up): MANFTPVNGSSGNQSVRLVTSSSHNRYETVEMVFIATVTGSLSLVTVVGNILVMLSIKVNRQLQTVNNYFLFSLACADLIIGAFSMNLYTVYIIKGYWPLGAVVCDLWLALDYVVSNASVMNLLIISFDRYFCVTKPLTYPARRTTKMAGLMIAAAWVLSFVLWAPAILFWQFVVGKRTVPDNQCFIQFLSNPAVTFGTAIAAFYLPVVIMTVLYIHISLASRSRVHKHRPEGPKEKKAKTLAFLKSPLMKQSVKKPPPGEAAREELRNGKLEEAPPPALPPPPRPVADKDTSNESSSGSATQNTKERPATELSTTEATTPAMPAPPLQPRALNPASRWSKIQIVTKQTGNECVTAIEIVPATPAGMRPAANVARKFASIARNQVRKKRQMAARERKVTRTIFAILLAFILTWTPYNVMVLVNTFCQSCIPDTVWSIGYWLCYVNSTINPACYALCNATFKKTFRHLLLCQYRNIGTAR
# TAAR1 agonist: agonists of human TAAR1; CHO RD-HGA16 TAAR1, Fluo-8 calcium fluorescence; vehicle wells 0%, saturating PEA agonist 100%; activation, % at 3 µM; 360,000 tested, 0.99% active;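 active means activation above the mean activation of all test compounds in the run plus 3 SD, cut at about 38% in these data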
#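 Test system: RD-HGA16 (CHO) cells co-expressing Gα16 and hTAAR1 | Doses: Single dose, 3 µM | Schedule: 17-24 h seeding, 75 min 37 °C dye, 30 min RT | Evaluation: % activation from peak over basal fluorescence ratio, DMSO-to-PEA scaled | Technique: Kinetic Fluo-8 calcium fluorescence | Benchmarks: Low control DMSO, high control PEA (EC100)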
# CHRM5 antagonist: CHRM5 antagonism in calcium assay | P08912 | CHO-hM5 cells, Fluo-8 calcium fluorescence, ACh EC80 | inhibition, % at 3 µM | 360,000 tested, 0.59% active | AID 624040;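 active means inhibition above a per-plate cutoff, the mean of that plate's test compounds plus 3 SD, cut at about 27% in these data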;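 further: 0% = acetylcholine EC80 with DMSO and 100% = DMSO without agonist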
# CRFR2-BP ag: CRF-BP/CRF-R2 complex agonism; HEK293 CRF-R2/CRF-BP, calcium dye fluorescence (FLIPR); percent of saturating CRF peptide response; activation, % at 13.2 µM; 350,000 tested, 0.46% active; AID 588473;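 active means activation of at least 50%, plus an integration ratio under a set limit after plate pattern correction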;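 further: plate controls were neutral control wells without compound for no effect and CRF at EC100 for full effect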
# CHO-K1 Ca PAM: nonselective activator or artifact in parental CHO-K1 calcium assay; 360,000 tested, 0.02% active; ATP EC20, Fluo-8 calcium fluorescence; 0% at ATP EC20, 100% at ATP max; activation, % at 3 µM;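 active means activation above the run cutoff, the mean activation of all test compounds plus 3 SD, cut at about 40% in these data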;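 further: peak over basal fluorescence ratio in a 140 s read after ATP addition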
# CHRM5 PAM: positive allosteric modulators of human muscarinic M5 receptor. activation, % at 3 µM. 360,000 tested, 0.3% active. CHO-K1 hM5, Fluo-8 calcium, ACh EC20 PAM; 0% = ACh EC20, 100% = ACh EC100. P08912;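 active means activation above the run cutoff, the mean activation of all test compounds plus 3 SD, cut at about 18% in these data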
#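 system = human M5 receptor in CHO-K1 cells | reagent = EC20 acetylcholine as agonist stimulus | compound dosing = single-point, 3 µM nominal | incubation = Fluo-8 loading 80 min at 37 °C plus 30 min room temperature | detection = Fluo-8 calcium dye fluorescence, kinetic read | benchmarks = low control EC20 acetylcholine (0%), high control EC100 acetylcholine (100%)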
# CRFBP-R2 block: CRF-BP/CRF-R2 complex antagonism. HEK293 CRF-R2/CRF-BP, CRF-induced calcium fluorescence. inhibition, % at 11.8 µM. 350,000 tested, 0.59% active. AID 588475;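 active means inhibition of the ligand-induced calcium signal above about 50% at the single tested concentration, limit read from the data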
# CHRM5 agonist: CHRM5 agonism in calcium assay; P08912; CHO-K1 hM5 cells, Fluo-8 calcium fluorescence; 0% DMSO wells, 100% maximal acetylcholine response; activation, % at 3 µM; 360,000 tested, 0.19% active;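 active means activation above the run's mean over test compounds plus 3 SD, cut at about 23% in these data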;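 further: signal is peak over basal fluorescence ratio across the kinetic read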
# * hit, by the source's call; x = not tested or not shown.
SMILES,TAAR1 antagonist,M4 PAM,TAAR1 agonist,CHRM5 antagonist,CRFR2-BP ag,CHO-K1 Ca PAM,CHRM5 PAM,CRFBP-R2 block,CHRM5 agonist
N#Cc1c(SCC(N)=O)nsc1SCc1ccccc1Cl,23,6,19,10,-1.9,13,-9,-6,-2
Cc1ccc(C(=O)Nc2nnc(NC(=S)Nc3ccccc3)s2)cc1,13,-5,-1,13,-0.7,-11,-6,-37,-2
CCC(=O)Nc1c2c(nn1-c1cccc(Cl)c1)CSC2,-15,-7,0,0,-0.5,9,0,-6,1
Cc1c(OCC(=O)N2CCC(C(=O)O)CC2)ccc2c1oc(=O)c1ccccc12,-2,2,1,4,-0.8,26,-1,0,1
Cc1nnc2sc(SCC(=O)Nc3cccc(Cl)c3)nn2c1=O,-11,1,0,7,-2.2,12,-1,0,-7
COc1ccc(NC(=S)Nc2ccccc2SC)c(OC)c1,-19,-3,0,-11,0.3,-2,14,-7,-4
CC(C)N(CC(N)=O)C(=O)c1sc2cc(F)ccc2c1Cl,-22,8,1,9,2.5,3,0,1,1
COc1ccncc1-c1ccccc1C1=CC(=O)CC(C)(C)C1=O,-10,6,3,-3,-1.5,9,5,0,1
COC1CCCCC1NS(=O)(=O)c1ccccc1 (centres undefined),8,9,3,-3,3.5,4,6,-12,-5
COc1ccc2nc(N3C(=O)CC(Cc4cc(C)cc(C)c4)C3=O)sc2c1 (centres undefined),10,0,3,12,0.6,-1,-7,-28,-3
COc1ccc(C2SCC(=O)N2Cc2ccccc2)cc1 (centres undefined),-6,-2,-3,3,-1.7,2,-10,0,-14
O=C1CCC2S/C(=C/Nc3ccc(C(F)(F)F)cc3)C(=O)N12 (centres undefined),-6,5,7,3,-4.2,24,3,-17,-3
Cc1noc(C)c1S(=O)(=O)Nc1ccc(C(C)C)cc1,9,-10,-2,-5,-0.8,22,-5,8,-8
COc1cccc(OC)c1OCCCOc1ccc([N+](=O)[O-])cc1Cl,23,-3,5,3,-0.5,10,-7,21,-6
O=C(O)CN1C(=O)/C(=C\c2cccc(OCc3ccc(F)cc3)c2)SC1=S,-4,-2,18,1,-0.9,6,4,25,0
CC1(C(=O)NS(=O)(=O)c2ccccc2C(F)(F)F)CCN1C(=O)CCc1ccccc1 (centres undefined),-3,0,0,-1,x,3,1,x,0
COc1ccc(Nc2ncc(C(=O)N3CCN(Cc4ccccc4)CC3)c3ccccc23)cc1,67*,-28,18,20,3.7,-5,-19,-30,4
Cc1nc([N+](=O)[O-])cn1CCCCN1C(=O)c2ccccc2C1=O,-11,1,1,1,0.9,30,4,2,-2
Cc1ccc(OCCCc2c(C)n[nH]c2C)cc1,0,-5,9,11,1.4,19,-3,3,-2
CS(=O)(=O)c1ccccc1C(=O)N1CCN(S(=O)(=O)c2ccc(C3CCCCC3)cc2)CC1,4,9,2,0,2.5,15,-1,-10,-2
Cc1cc(C)n(-c2nc(-c3ccccc3)cs2)n1,1,2,2,2,0.4,0,-8,-15,-5
CCOc1ccccc1Oc1c(C)oc2c(CN3CCN(C)CC3)c(O)ccc2c1=O,-10,-5,4,2,-1.6,13,-6,19,-3
CCOc1ccc(NC(=O)CC2C(=O)NCCN2C(=O)c2ccc(Cl)cc2)cc1 (centres undefined),-6,-12,0,6,-1.6,4,2,2,1
Cc1c(C(=O)Nc2nccs2)oc2ccccc12,7,-5,2,6,-1.5,8,-4,-20,0
OC[C@@H]1CN(Cc2ccc(F)cc2)C[C@H](n2cnc3c(N4CCOCC4)ncnc32)O1,-15,6,3,-1,x,13,-4,x,3
CC(NC(=O)C12CC3CC(C1)CC(n1cncn1)(C3)C2)C12CC3CC(CC(C3)C1)C2 (centres undefined),-5,-1,26,-6,3.3,21,5,-6,4
COc1ccc(SC2=C[C@@]3(O)CC[C@@H](O)[C@@](Sc4ccc(OC)cc4)(C2=O)[C@H]3O)cc1,-3,-2,-1,-6,x,6,4,x,3
COCCCN1C(=O)C(=O)/C(=C(/O)c2ccc(OC)cc2)C1c1ccc(O)c(OC)c1 (centres undefined),-19,13,-2,-4,1.6,22,5,16,-3
O=C(NC1CCCCC1)C(c1ccc(F)cc1)N(Cc1ccco1)C(=O)Cn1nnc2ccccc21 (centres undefined),3,-1,10,-7,0.2,6,8,6,-1
Cc1ccc(NS(=O)(=O)c2ccc(-n3cccn3)cc2)c(Br)c1,14,-3,11,2,-1.8,13,-3,-15,4

# Some of these compounds in order of the CRFR2-BP ag value, high to low:
mol	TAAR1 antagonist	M4 PAM	CHRM5 antagonist	CRFR2-BP ag	CHRM5 PAM	CRFBP-R2 block	CHRM5 agonist
COC1CCCCC1NS(=O)(=O)c1ccccc1 (centres undefined)	8	9	-3	3.5	6	-12	-5
COCCCN1C(=O)C(=O)/C(=C(/O)c2ccc(OC)cc2)C1c1ccc(O)c(OC)c1 (centres undefined)	-19	13	-4	1.6	5	16	-3
Cc1noc(C)c1S(=O)(=O)Nc1ccc(C(C)C)cc1	9	-10	-5	-0.8	-5	8	-8
N#Cc1c(SCC(N)=O)nsc1SCc1ccccc1Cl	23	6	10	-1.9	-9	-6	-2

# Among those listed so far, these contain a nitro group on carbon:
SMILES,TAAR1 antagonist,M4 PAM,TAAR1 agonist,CHRM5 antagonist,CRFR2-BP ag,CHO-K1 Ca PAM,CHRM5 PAM,CRFBP-R2 block,CHRM5 agonist
COc1cccc(OC)c1OCCCOc1ccc([N+](=O)[O-])cc1Cl,23,-3,5,3,-0.5,10,-7,21,-6
Cc1nc([N+](=O)[O-])cn1CCCCN1C(=O)c2ccccc2C1=O,-11,1,1,1,0.9,30,4,2,-2

# One compound at a time, as listed above. Order of values: TAAR1 antagonist, M4 PAM, TAAR1 agonist, CHRM5 antagonist, CRFR2-BP ag, CHO-K1 Ca PAM, CHRM5 PAM, CRFBP-R2 block, CHRM5 agonist
# Entry for O=C1CCC2S/C(=C/Nc3ccc(C(F)(F)F)cc3)C(=O)N12 (centres undefined) = -6, 5, 7, 3, -4.2, 24, 3, -17, -3
# Entry for COc1ccc(SC2=C[C@@]3(O)CC[C@@H](O)[C@@](Sc4ccc(OC)cc4)(C2=O)[C@H]3O)cc1 = -3, -2, -1, -6, x, 6, 4, x, 3
# Entry for COc1ccc(NC(=S)Nc2ccccc2SC)c(OC)c1 = -19, -3, 0, -11, 0.3, -2, 14, -7, -4
# Entry for Cc1nnc2sc(SCC(=O)Nc3cccc(Cl)c3)nn2c1=O = -11, 1, 0, 7, -2.2, 12, -1, 0, -7
# Entry for Cc1ccc(NS(=O)(=O)c2ccc(-n3cccn3)cc2)c(Br)c1 = 14, -3, 11, 2, -1.8, 13, -3, -15, 4

# Carrying on.
SMILES,TAAR1 antagonist,M4 PAM,TAAR1 agonist,CHRM5 antagonist,CRFR2-BP ag,CHO-K1 Ca PAM,CHRM5 PAM,CRFBP-R2 block,CHRM5 agonist
S=C1Nc2ccccc2CS1,-8,5,2,6,-2.2,-1,1,7,-2
CC(=O)Nc1c([N+](=O)[O-])cc2[nH]c(=O)[nH]c2c1[N+](=O)[O-],0,7,1,-11,8.2,19,2,6,2
O=C(Nc1cccc(-c2cccc(F)c2)c1)C1CCN(C2CCC2)CC1,-7,1,34,-16,3.6,12,-2,-29,-6
Cc1ccc(NS(=O)(=O)c2cccc(C(=O)Nc3cccnc3)c2)c(C)c1,18,-8,5,12,-1.8,1,-9,-11,5
Cc1ccc(S(=O)(=O)Nc2cccc(C(=O)NCC(c3ccco3)N3CCCC3)c2)cc1F (centres undefined),-17,6,5,1,-0.6,23,0,-7,-6
O=C(c1ccc(NC2=NC3CS(=O)(=O)CC3S2)cc1)N1CCN(c2ccccc2)CC1 (centres undefined),-35,4,2,0,0.8,16,0,29,1
CC(C)Cc1ccc(/C=C/C(=O)N2CCCCC2)cc1,1,-3,6,2,-0.8,15,0,22,-5
Clc1cccc(Cl)c1/C=C/c1nc2ccccc2[nH]1,x,-3,x,9,-1.6,-14,-13,19,-5
CCNC(=S)N1CC(C)OC(C)C1 (centres undefined),0,7,10,-2,-0.2,20,-1,3,0
Cn1c(=O)c(C#N)c(-c2ccc(F)cc2)c2cc(C(=O)c3cc(Cl)cc(Cl)c3O)cnc21,-34,-7,4,8,31,-11,-1,53*,2
OCCNc1ncnc2c1ncn2[C@H]1CN(Cc2ccc3c(c2)OCO3)C[C@@H](CO)O1,-14,6,2,10,x,13,-4,x,0
Cc1ccc(Cl)cc1Nc1nc(N2CCOCC2)nc(N2CCOCC2)n1,-12,1,2,8,-1.4,-3,-3,-6,-6
